# Screening results deposited in PubChem by several laboratories.
# Shn3 inh set2: reduction of Shn3 3'UTR firefly luciferase signal, primary screen, Schnurri-3 inhibitor project, cell-based, Clone20 osteoblasts, set 2; Clone20 osteoblast Shn3 3'UTR firefly luciferase, 24 h; inhibition, % at 12.5 µM; 360,000 tested, 0.52% active; AID 588674, 2011;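 active means mean inhibition of at least 75% with every replicate also reaching 75%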;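 further: 0% = median of neutral control wells and 100% = pilot-screen positive control compound; some compounds past the cut are filed as inactive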
# NR2E3 ag-1: inhibitors of NR2E3-RetCOR corepressor binding, primary screen, NR2E3 agonist project, biochemical, TR-FRET, GST-NR2E3, biotin-RetCOR; Photoreceptor-specific nuclear receptor (Homo sapiens), Q9Y5X4; 1536-well; inhibition of corepressor binding, % at 4.78 µM; 320,000 tested, 0.12% active; AID 2300, 2010;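 active means percent inhibition above the cutoff of mean plus 3 SD of all tested compounds, set per screening campaign, cut at about 20% in these data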;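 further: 0% = DMSO wells and 100% = biotin wells as full block of FRET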
# Target sequence (Q9Y5X4 whole entry, looked up): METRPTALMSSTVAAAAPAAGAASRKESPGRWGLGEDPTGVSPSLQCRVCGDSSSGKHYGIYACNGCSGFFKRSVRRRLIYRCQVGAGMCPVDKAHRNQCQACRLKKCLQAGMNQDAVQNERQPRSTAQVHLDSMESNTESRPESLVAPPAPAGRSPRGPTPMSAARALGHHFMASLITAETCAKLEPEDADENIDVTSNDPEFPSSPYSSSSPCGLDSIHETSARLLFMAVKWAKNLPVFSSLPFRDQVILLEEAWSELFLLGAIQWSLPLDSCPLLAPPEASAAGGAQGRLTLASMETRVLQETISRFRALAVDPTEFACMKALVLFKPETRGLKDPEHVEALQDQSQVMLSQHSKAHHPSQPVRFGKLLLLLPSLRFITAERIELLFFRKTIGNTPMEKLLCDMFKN
#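 Material: NR2E3–RetCOR corepressor complex / Amount: 1.35 nM GST-NR2E3 / Medium: Tris pH 7.5 / Compound: single nominal compound dose of 4.8 µM / Incubation: 5 h at 4 °C / Technique: TR-FRET, Eu(K)-anti-GST donor, streptavidin-D2 acceptor, ex 340, em 617/671 nm / Read-out basis: percent loss of FRET ratio relative to control wells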
# CF NFkB inh: inhibitors of PAF-induced NF-kB signaling, primary screen, cell-based, GFP fluorescence, uHTS | KKLEB NF-kB-GFP reporter, GFP fluorescence overnight | inhibition, % at 5 µM | AID 588850, 2011 | 360,000 tested, 0.86% active;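 active means at least 50% inhibition at 5 µM, scaled per plate between neutral and stimulator controls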;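 further: PAF is a Pseudomonas aeruginosa culture filtrate used as stimulus; plate controls were PAF-stimulated DMSO wells for no effect and unstimulated DMSO wells for full effect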
# MITF TRPM1 inh: inhibitors of MITF-dependent TRPM1 promoter reporter, primary screen, cell-based, SK-MEL-5, single point, luciferase; SK-MEL-5 TRPM1 promoter luciferase, 24 h; inhibition, % at 12.5 µM; 330,000 tested, 0.83% active; AID 488899, 2010;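 active means mean inhibition across replicates of 60% or more, whatever share of single replicates reaches that level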; further: values of inactives mirror those of a sister screen read the other way
# HIF-2a inh: HIF-2a reporter inhibitors, primary screen, luminescence, 786-0 RCC cells; inhibition, % at 18.8 µM; 360,000 tested, 0.72% active; 786-0 RCC cells HIF-2a reporter, luciferase luminescence, overnight;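 active means inhibition of the luminescence signal of 40% or more relative to plate controls, in a single-dose primary screen at 18.75 µM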
# TRAIL sens C8: viability loss with TRAIL in NB7+C8 cells, primary screen, TRAIL sensitizer project, cell-based, ATPlite luminescence | inhibition (viability loss, TRAIL sensitization), % at 10 µM | 360,000 tested, 1% active | AID 624354, 2012;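 active means compounds causing at least 50% loss of cell viability in the single-dose screen, relative to plate controls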
# TROY signal inh: inhibitors of TROY-driven NF-kB signaling, primary screen, Q293 LMP1-TROYcd cells, NF-kB luciferase, uHTS. Q293 LMP1-TROYcd NF-kB luciferase reporter, 4 h. inhibition, % at 10 µM. 360,000 tested, 0.98% active. AID 1347056, 2019;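 active means compounds whose plate-normalised and pattern-corrected inhibition of the luciferase reporter signal at the single screening dose is 50% or more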
# NR2E3 ag-2: NR2E3 agonists in two-hybrid cells, primary screen, cell-based, luminescence, CHO-S, Gal4-NCOR/VP16-NR2E3; Photoreceptor-specific nuclear receptor (Homo sapiens), Q9Y5X4; luciferase; inhibition of corepressor binding, % at 3.98 µM; 360,000 tested, 0.35% active; AID 602229, 2012;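 active means inhibition above the mean of all tested compounds plus 3 SD, cut at about 70% in these data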;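 further: 0% = DMSO with NR2E3 transfected cells and 100% = cells lacking NR2E3 construct; higher means lower luciferase signal from less NR2E3 corepressor binding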
# TWEAK-Fn14 inh: inhibitors of TWEAK-Fn14 signaling, primary screen, luciferase reporter cells, uHTS; TWEAK-stimulated Fn14 reporter cells, luciferase luminescence, 8 h; inhibition, % at 10 µM; 360,000 tested, 2% active; AID 1159606, 2016; in the data active means inhibition above about 50%
# KKLEB cytotox: cytotoxicity in KKLEB CF airway cells, primary screen, cytotoxicity control for CF NF-kB inhibitor project, cell-based, uHTS, fluorescence assay plates | KKLEB CF airway cells viability, ATPlite luminescence, overnight; hits give low values; cells stimulated with P. aeruginosa culture filtrate | activity change (cytotoxicity), % at 5 µM | 360,000 tested, 0.36% active | AID 602141, 2011;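 active means corrected activity change at or below -50% at 5 µM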
# Peg3 promoter: Peg3 promoter-driven luciferase inhibitors, primary screen, cell-based, HeLa, luciferase luminescence; 360,000 tested, 1.7% active; HeLa PEG-Prom luciferase reporter, overnight; inhibition, % at 20 µM;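 active means inhibition of at least 50% at 20 µM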
# * marks the source's active call; other numbers are inactive results; / = not tested or not shown. An excerpt; count on the stated rates, not on these rows.
# The first 4 entries, ahead of the listing:
SMILES,Shn3 inh set2,NR2E3 ag-1,CF NFkB inh,MITF TRPM1 inh,HIF-2a inh,TRAIL sens C8,TROY signal inh,NR2E3 ag-2,TWEAK-Fn14 inh,KKLEB cytotox,Peg3 promoter
COc1ccc(C)cc1-n1c(-c2ccncc2)n[nH]c1=S,7,0,0,-3,-10,35,-2,-26,-13,-1,-2
Cn1cc([N+](=O)[O-])c(C(=O)NNC(=O)c2ccc([N+](=O)[O-])cc2)n1,9,-2,-6,10,9,-1,9,-27,2,5,5
Cc1ccc(CSc2nsc(C)c2C#N)cc1,-36,-2,-2,-26,-131,-2,-28,-16,-24,17,-78
CC1CCCCC1NC(=O)CSC1=Nc2ccccc2C2CC=NN12 (stereo not drawn),-16,1,-25,4,7,8,-8,-5,-5,18,-1

# Results, previewed entries included:
SMILES,Shn3 inh set2,NR2E3 ag-1,CF NFkB inh,MITF TRPM1 inh,HIF-2a inh,TRAIL sens C8,TROY signal inh,NR2E3 ag-2,TWEAK-Fn14 inh,KKLEB cytotox,Peg3 promoter
COc1ccc(C)cc1-n1c(-c2ccncc2)n[nH]c1=S,7,0,0,-3,-10,35,-2,-26,-13,-1,-2
Cn1cc([N+](=O)[O-])c(C(=O)NNC(=O)c2ccc([N+](=O)[O-])cc2)n1,9,-2,-6,10,9,-1,9,-27,2,5,5
Cc1ccc(CSc2nsc(C)c2C#N)cc1,-36,-2,-2,-26,-131,-2,-28,-16,-24,17,-78
CC1CCCCC1NC(=O)CSC1=Nc2ccccc2C2CC=NN12 (stereo not drawn),-16,1,-25,4,7,8,-8,-5,-5,18,-1
CCOC(=O)c1cnc(SCC(=O)Nc2ccc(N3CCOCC3)c(Cl)c2)nc1N,32,0,4,7,4,8,7,-12,3,-2,9
COc1ccc(-c2cnc(N)n2C)cc1,5,-3,-10,7,-4,5,-8,12,3,-7,7
Cc1nn2c(c1-c1ccccc1)N=C(c1ccco1)CC2c1ccccc1 (stereo not drawn),-10,-4,-6,1,-55,8,-1,-46,7,-3,-10
COc1ccc(/C=C2/CCCc3ccccc3C2=O)cc1,-1,/,-9,-48,-286,40,-14,-8,30,-15,-323
O=C(Nc1cccn2ncnc12)c1cccc(C(F)(F)F)c1,-17,1,2,-11,-100,2,10,-17,-9,7,-54
O=C(Cn1nnc(-c2ccccc2)n1)Nc1cccc(S(=O)(=O)N2CCCC2)c1,41,2,-11,6,-2,-11,15,13,12,0,-3
Cc1ccc(S(=O)(=O)NCC(=O)NNC(=O)c2ccccc2Cl)cc1C,16,/,1,22,13,-10,-5,-8,3,1,2
COc1cccc(-n2nnnc2SCC(=O)Nc2nc3c(s2)CCCC3)c1,-9,0,5,-1,-55,0,-18,10,1,-7,-24
N#Cc1cc2c(nc1SCC(=O)O)CCCC2,-16,6,-9,0,7,16,23,-25,-5,2,9
CCOC(=O)C(=NC1CCCCC1)NNc1cccc(C(F)(F)F)c1,-2,-2,-12,1,7,1,0,0,-6,-7,13
CN(CC(=O)Nc1cccc(F)c1)C(=O)CN1C(=O)C2CCCCC2C1=O (stereo not drawn),7,1,2,-9,8,1,-13,-22,15,-23,-25
NC(=O)c1ccccc1N/C=C/C(=O)c1ccc(F)cc1,-31,/,-4,-45,-111,71*,20,-99,34,-11,-166
COCCn1c(SCC(=O)N2CCCC2=O)nnc1-c1ccncc1,0,/,-14,/,3,-15,-9,-1,-25,-7,1
COc1cccc(OCCn2cccc2/C=C2/C(=N)N3OC(C)=CC3=NC2=O)c1,5,-1,-6,20,17,0,14,1,7,14,17
Cc1cc(OCCn2ccnc2)ccc1C(C)C,5,-3,-5,-5,-4,1,-29,-9,-1,-2,-6
Fc1ccccc1C1CCN(Cc2nc(COc3ccccc3)no2)C1 (stereo not drawn),1,6,-23,-3,7,-12,-6,-11,9,5,-2
CN(C)c1nc2c(c(N)nn2-c2ccc(Cl)cc2)c(=O)o1,13,3,-10,-16,9,5,0,-6,4,4,-5
O=S(=O)(c1c(F)cccc1F)N(CCc1ccc(F)cc1)C[C@@H](O)COCc1ccccc1,0,/,27,2,5,-17,-2,10,19,-7,27
C=CCn1nc2n(c1=O)-c1ccccc1SC2,-2,0,0,-8,-23,2,0,2,1,9,-18
COc1cccc2c(Cl)c(CC=C(Cl)Cl)c(C)nc12,-20,2,3,-3,-36,3,4,-12,8,-2,-7
O=C(O)CCc1ccc(S(=O)(=O)NCCc2ccccc2)cc1,12,0,18,10,12,-10,10,-1,-12,9,-6
COc1cc(OC)cc(C(=O)NCC2CCCO2)c1 (stereo not drawn),12,2,5,-3,20,-8,-2,-8,0,3,15
CCCN(c1ccc(C(=O)OC)cc1)S(=O)(=O)c1ccccc1,-10,0,1,1,9,1,-17,-7,-9,4,-3
Cc1ccc(NC(=O)Cn2cc(C=O)c3ccccc32)cc1,27,-5,8,18,18,-2,14,-27,23,4,12
O=C1CSCN1c1ccc(Cl)c(Cl)c1,4,0,10,-15,6,4,-20,-10,-13,-20,-7
COc1ccc2c(CCNC(N)=S)c[nH]c2c1,-9,-7,-6,-10,-6,-9,-9,7,0,-8,-2
O=S(=O)(Nc1c(O)ccc2ccccc12)c1cccc2ccccc12,-21,2,-11,5,-17,6,12,-58,20,6,24
CCOC(=O)c1nnn(CC(=O)N2N=C(c3ccccc3)CC2c2ccccc2)c1C(=O)OCC (stereo not drawn),-4,2,26,23,1,9,-4,-16,-15,-5,6
Cc1ccc(C(=O)Nc2ccccc2N2CCCCC2)cc1S(=O)(=O)N1CCOCC1,28,/,19,-12,-1,14,4,-6,4,-15,15
Cc1nnc(SCC(=O)N(C)Cc2ccccc2)[nH]c1=O,-10,0,-4,-3,9,6,-32,-14,13,1,13
CCCCCCN1CCN(C2CN(CCCC)S(=O)(=O)C2)CC1 (stereo not drawn),-1,/,-2,/,-1,5,-1,11,-7,8,-3
Cc1cc(C)cc(NC(=O)c2ccc(CSc3nnnn3C)cc2)c1,-17,0,18,-11,18,-2,-40,-27,3,-7,-58
COc1ccc(C2C(C(=O)OC3CCCCC3)=C(C)Nc3nnnn32)c(OC)c1OC (stereo not drawn),1,4,17,1,13,6,22,-6,-2,-8,15
C=CCNC(=O)CC(=O)N/N=C/c1cccc(C)c1,-8,1,1,-6,9,3,-3,11,4,-3,5
CN1OC[C@@H]2CN[C@H](c3ccc(-c4cccc(F)c4)cc3)C[C@@H]21,-80,/,-9,/,-183,11,3,-40,26,-1,-216
O=C(CCSc1ccc(Cl)c(Cl)c1)NC12CC3CC(CC(C3)C1)C2,-12,4,27,-60,-118,13,-56,-55,-8,-36,-75
CS(=O)(=O)N(CC(=O)Nc1ccccc1C(=O)NCCc1ccccc1)c1ccc2c(c1)OCCO2,-11,-1,6,-4,-32,-7,-13,-9,-4,0,-12
O=C(Nc1cccc(F)c1)c1c(F)c(F)c(F)c(F)c1F,5,0,8,-7,7,-1,-7,4,11,6,-9
Cc1cc([N+](=O)[O-])nn1CCCC(=O)O,4,-3,-8,2,18,12,13,-5,9,13,2
Cc1ccc(N2C(=O)C(Cc3ccccc3)NC2=S)cc1 (stereo not drawn),-6,2,-16,-3,-36,-2,-28,3,8,12,-28
O=C1CCCC2=C1C(c1ccccc1)CC(=O)N2c1ccccc1 (stereo not drawn),6,-3,12,4,3,-6,1,-13,-2,-2,9
Cc1ccc(Cn2c(=O)n(Cc3ccco3)c(=O)c3ccccc32)cc1,8,3,27,8,24,5,-12,-14,-33,-10,12
CC(=O)CC(=O)Nc1ncc(C(F)(F)F)cc1Cl,3,-1,-15,11,8,11,10,20,35,6,2
C/C(=N\NC(=O)COc1ccc(C(C)(C)C)cc1)c1ccc(OC(F)F)cc1,-2,0,-12,14,-6,2,-9,-6,9,13,-2
O=C(Cn1ncc2c3ccccc3n(Cc3ccccc3)c2c1=O)NCc1ccccn1,7,1,-10,10,14,-19,-10,-6,7,15,9
CC(=O)NC(c1ccccc1)c1nc(-c2cccc(CO)c2)cs1 (stereo not drawn),7,/,7,/,5,-2,-7,23,-4,2,-10
C=CCn1c(SCC(=O)N2CCc3ccccc3C2)nc2sc(C)cc2c1=O,58,1,3,13,27,7,32,1,46,2,26
NNc1nc(Nc2ccccc2)nc(N2CCCCC2)n1,-4,2,-15,-7,-63,13,-37,-29,-3,-5,-30
CCCN(C)C[C@H]1Oc2ncc(Br)cc2C(=O)N([C@@H](C)CO)C[C@@H]1C,-18,/,8,/,-11,-24,-1,9,5,6,-2
N#Cc1ccc[n+](CC(=O)c2ccc(Cl)cc2)c1,7,2,-8,0,19,-3,-2,11,15,3,9
COC(=O)C1=C(NC(=O)c2ccc(C)cc2)CCS1,-21,-2,-25,-3,-28,-21,-27,-18,-18,4,-3
O=C(CCN1CCc2ccccc2CC1)c1ccc2c(c1)OCCO2,44,3,10,3,16,8,12,-26,1,4,106*
Cc1ccc(NC(=O)CSc2ccccc2NC(=O)c2ccccc2)cc1Cl,-28,-1,13,0,-99,-1,-63,-62,-40,-27,-68
COc1ccc(C(=O)Nc2ccc(S(=O)(=O)Nc3cc(C)nc(C)n3)cc2)c(OC)c1,19,2,-2,11,-6,-2,3,-10,-1,1,13
Cc1cc(/C=C(\C#N)C(=O)O)c(C)n1CC(C)C,3,0,-16,60,2,9,-18,-9,1,7,3
CCN(CC(=O)NC1CCCC1)S(=O)(=O)c1ccc(C)cc1,1,1,3,5,13,0,-6,-4,27,-6,-4

# More results
SMILES,Shn3 inh set2,NR2E3 ag-1,CF NFkB inh,MITF TRPM1 inh,HIF-2a inh,TRAIL sens C8,TROY signal inh,NR2E3 ag-2,TWEAK-Fn14 inh,KKLEB cytotox,Peg3 promoter
CC(C)Oc1cc2oc(=O)c3c(c2cc1Cl)CCC3,-17,3,-6,-22,-4,-2,-9,14,-2,1,-34
COc1ccc(/C=N/N=C2/NC(=O)C(c3ccccc3)(c3ccccc3)S2)cc1,-6,2,-5,10,3,9,4,-14,-23,-12,14
O=C(CN1C(=O)CNC1=O)Nc1cccc(C(F)(F)F)c1,-11,6,-21,9,7,4,-25,-15,15,1,15
CCOC(=O)C1(CC2CCCCO2)CCN(C(=O)NCc2ccccc2)CC1 (stereo not drawn),0,2,-13,3,0,0,3,1,6,27,3
Cc1csc2ncnc(NCCc3ccccn3)c12,79,3,7,17,-41,40,6,71*,30,12,-27
